# TRHR agonist: activates the human TRH receptor; TRHR cells, calcium flux fluo-8, FDSS agonist mode; P34981; 360,000 compounds, 0.18% hits; activation, % at 2 µM; in the data active = activation above about 30%; note: 0% is about no effect
# Target sequence (P34981 whole entry, looked up): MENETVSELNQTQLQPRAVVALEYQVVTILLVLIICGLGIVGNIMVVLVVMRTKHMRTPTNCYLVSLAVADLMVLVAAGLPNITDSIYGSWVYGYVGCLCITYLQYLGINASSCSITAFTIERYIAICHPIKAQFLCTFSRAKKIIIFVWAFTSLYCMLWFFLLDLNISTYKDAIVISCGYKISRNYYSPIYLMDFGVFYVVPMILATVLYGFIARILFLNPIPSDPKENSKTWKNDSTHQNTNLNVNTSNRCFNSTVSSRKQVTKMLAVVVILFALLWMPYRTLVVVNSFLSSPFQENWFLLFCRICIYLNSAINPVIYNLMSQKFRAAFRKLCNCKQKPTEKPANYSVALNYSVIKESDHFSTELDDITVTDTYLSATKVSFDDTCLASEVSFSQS
#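 TRHR-expressing cells, plated overnight in medium with 10% serum, were loaded with fluo-8 calcium dye at room temperature. After a 10 s baseline, library compound was pin-added and calcium release was recorded kinetically (ex 480/em 530) as agonist response.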
# D2 ag: D2 dopamine receptor (human) agonism. 340,000 compounds, 0.53% hits. HEK293 T-REx D2 cells, calcium flux agonist mode. activation, % at 2 µM. AID 485358;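 active = activation over 3 SD above normal in the single-dose calcium agonist read, cut at about 30% in these data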; note: 0% is about no effect
#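 HEK293 Trex D2 cells, tetracycline-induced, o/n 30 C 5% CO2; no-wash Ca dye, RT 30–90 min; 10-cycle baseline, 23 nl cpd added, kinetic Ca read 180 s; agonist hits = positive Ca response.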
# IDH1 R132H inh: human IDH1 R132H inhibition; AID 602179; Potency, µM (titrated, usually from 76.6 µM), for the others: top-dose activity change, negative = inhibition, actives largely listed as inhibitors; O75874; IDH1-R132H enzyme, NADPH consumption, diaphorase/resazurin fluorescence; 390,000 compounds, 0.093% hits; note: potency is the fitted concentration of half-maximal effect; % is set by controls: 0 for no effect and ±100 for the full control effect; nearly all actives have a fitted effect of over 65% in size
# Target sequence (O75874 whole entry R132H, stated change not applied): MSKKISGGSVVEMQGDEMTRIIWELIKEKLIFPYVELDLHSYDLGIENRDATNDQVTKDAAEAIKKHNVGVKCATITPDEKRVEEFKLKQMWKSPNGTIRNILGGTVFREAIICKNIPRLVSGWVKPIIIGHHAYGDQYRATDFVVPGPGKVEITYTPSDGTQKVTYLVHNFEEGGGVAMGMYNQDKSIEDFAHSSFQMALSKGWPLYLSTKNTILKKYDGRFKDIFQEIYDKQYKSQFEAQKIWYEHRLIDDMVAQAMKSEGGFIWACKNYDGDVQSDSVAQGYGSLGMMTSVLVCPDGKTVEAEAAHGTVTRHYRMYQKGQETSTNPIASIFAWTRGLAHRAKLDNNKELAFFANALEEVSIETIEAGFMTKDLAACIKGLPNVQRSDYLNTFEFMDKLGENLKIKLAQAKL
#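 IDH1-R132H (0.5 ug/mL dispensed) in pH 7.5 Tris buffer was preincubated 30 min with compound, then given a substrate mix of 0.016 mM NADPH and 2 mM alpha-KG for 80 min at room temperature; remaining NADPH was read by diaphorase/resazurin fluorescence.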
# Pin1 inh: inhibitors of human Pin1; Q13526; Potency, µM (top dose mostly 115 µM), for inactives: top-dose activity, negative = inhibition, hits mostly inhibitors; 390,000 compounds, 0.009% hits; AID 504891; Pin1 FP peptide displacement, HiFluor488, 10 min; active = well fitted inhibition curve with a large enough effect in the polarisation, with a control signal flat, not every such curve was filed as active; inconclusive = small, poorly fitted or top-dose-only effect, or effect the other way, or a change in a side signal; inactive = no such curve, though single readings can be large or run the other way; the % refers to the polarisation; note: potency is the fitted concentration of half-maximal effect; % is set by controls: 0 for no effect and ±100 for the full control effect
# Target sequence (Q13526 whole entry, looked up): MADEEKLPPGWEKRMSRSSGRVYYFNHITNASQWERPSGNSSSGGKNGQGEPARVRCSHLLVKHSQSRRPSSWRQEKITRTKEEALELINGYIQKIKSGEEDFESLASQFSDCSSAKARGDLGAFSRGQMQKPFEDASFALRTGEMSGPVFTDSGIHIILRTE
# D2 antagonist: antagonizes the human D2 dopamine receptor | P14416 | HEK293 TREx D2 cells, calcium flux, dopamine EC80 | 340,000 compounds, 2% hits | inhibition, % at 10 µM; in the data active = inhibition above about 30%; note: 0% is about no effect
#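 Tetracycline-induced HEK293 TREx cells expressing D2 receptor forced-coupled to calcium signalling, loaded with no-wash calcium dye. Compounds added and calcium flux read 180 s, then dopamine added at EC80 and read a further 180 s.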
# TRHR enhancer: allosterically enhances the human TRH receptor. 360,000 compounds, 0.66% hits. P34981. enhancement, % at 2 µM. TRHR cells, fluo-8 calcium fluorescence, EC20 TRH enhancement; in the data active = enhancement above about 30%; note: 0% is about no effect
#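 TRHR-expressing cells loaded with fluo-8 calcium dye were read kinetically (ex 480/em 530) during compound addition, then stimulated with an EC20 of TRH (10 nM final). Enhancement of the Gq-mediated intracellular calcium response was scored.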
# rTrxR1 inhibitor: blocks rat thioredoxin reductase 1; O89049; recombinant rTrxR1, NADPH fluorescence consumption, selenite substrate; Potency, µM (series often up to 114 µM), for the others: at the top dose activity change, negative = inhibition, actives largely listed as inhibitors; 390,000 compounds, 1% hits; AID 588453; note: potency is the fitted concentration of half-maximal effect; % is set by controls: 0 for no effect and ±100 for the full control effect; nearly all actives have a fitted effect of over 65% in size
#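 Rat TrxR1 (90 nM in the dispensed reagent) was pre-reduced with 400 uM NADPH for 5 min at room temperature, then incubated with compound for 15 min. After 400 uM selenite was added, NADPH fluorescence (Ex 340/Em 450 nm) was followed for 8 min.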
# TrxR1 substrate: substrates of rat thioredoxin reductase 1; Potency, µM (series often up to 114 µM), without a hit: at the highest dose activity change, negative = substrate turnover; O89049; purified TrxR1 substrate turnover, NADPH consumption readout; 390,000 compounds, 0.01% hits; AID 588456; note: potency is the fitted concentration of half-maximal effect; % is set by controls: 0 for no effect and ±100 for the full control effect; nearly all actives have a fitted effect of over 50% in size
#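 Rat TrxR1, dispensed at 90 nM, was prereduced with 400 uM NADPH (final) for 5 min at ~22 deg C, then incubated with compound 15 min before 400 uM selenite. A first-read NADPH fluorescence drop versus no-compound background flagged substrates.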
# USP1-UAF1 inh: inhibitors of human USP1/UAF1 deubiquitinase | Potency, µM (highest dose often 57.1 µM), for inactives: top-dose activity change, negative = inhibition, hits mostly inhibitors | O94782 | recombinant USP1/UAF1, Ub-Rhodamine cleavage fluorescence | AID 743255 | 390,000 compounds, 0.23% hits; note: potency is the fitted concentration of half-maximal effect; % is set by controls: 0 for no effect and ±100 for the full control effect; nearly all actives have a fitted effect of over 60% in size; inactives centre near -12
#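 Step one: compound is pinned into 1nM USP1/UAF1 in HEPES pH 7.8 buffer with TCEP. Step two: 15 min room-temperature incubation. Step three: Ub-Rho (150nM final) starts cleavage, tracked by fluorescence over six one-minute reads.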
# * = called active by the depositor; ? = inconclusive; · = not tested or not shown; & = joins results of further samples; [ ] = remark or other dose. Unless noted, calls come from the whole dose curve; as a rule, active = well fitted inhibition curve with a large enough effect; inconclusive = small, poorly fitted or top-dose-only effect; inactive = no such curve, though single readings can be large or run the other way. Not all compounds are listed; the hit share may differ from the screen's.
compound	TRHR enhancer	Pin1 inh	D2 ag	IDH1 R132H inh	D2 antagonist	rTrxR1 inhibitor	USP1-UAF1 inh	TRHR agonist	TrxR1 substrate
Cc1ccc(-c2c(C(=O)N3CCN(c4cccc(C)c4C)CC3)oc(=O)c3ccccc23)cc1	1	1%	0.2	-8%	·	12%	-22%	0.6	-3%
COCCn1c(SCC(=O)NNC(=O)c2ccc(OC)c(OC)c2)nc2ccccc2c1=O	-4	0%	1.9	-2%	13	12%[57.1 µM]	-2%	-0.7	6%[57.1 µM]
O=C(CNC(=O)c1ccc2c(c1)OCO2)N/N=C/c1cccc([N+](=O)[O-])c1	1	-5%	-1.4	-2%	-2	18%	-15%	1.8	5%
CN(C)c1ccc(CNC(=O)CN(C)S(=O)(=O)c2ccc3c(c2)c(=O)n(C)c(=O)n3C)cc1	-7&3	3%&-6%	0.9&0.8	-13%&-3%	-17	7%[57.1 µM]	0%&-6%	-0.4&0.1	3%[57.1 µM]
Cc1sc2nc(CSc3ccc([N+](=O)[O-])c(C(F)(F)F)c3)[nH]c(=O)c2c1C	10	?	3.9	3%	-4	7%	0%	-0.5	-9%
O=C(Nc1ccc2oc(-c3cccc(F)c3)nc2c1)c1ccccc1F	3	7%	0.3	0%	-12	4%	-19%	0.3	94%[activator]
OC(COc1ccccc1)CN1CCN(C(c2ccccc2)c2ccccc2)CC1 (stereo unspecified)	8	-7%	·	5%	·	18%	-9%	-1.0	-8%
CN1CCC(N(C)S(=O)(=O)c2ccc(NC(=O)c3cccc(C#N)c3)cc2)CC1	15	-1%	1.2	3%	-22	40%[activator]	1%	-0.1	5%
O=C1c2ccccc2C(=O)N1OCCOCCOCCON1C(=O)c2ccccc2C1=O	-6	-5%	-0.2	4%	29	-3%	0%	0.1	-4%
CC(C)(C)C(=O)CN1C(=O)NC2(CCCc3ccccc32)C1=O (stereo unspecified)	2	3%	0.1	-3%	-5	12%	-9%	-0.2	3%
O=C(COC(=O)C12CC3CC(CC(O)(C3)C1)C2)Nc1ccc(Cl)cc1F	-3	0%	·	-3%	·	21%	-12%	-0.6	-4%
COc1cc(NC(=O)c2nc3ccccc3nc2C)cc(OC)c1OC	0	-1%	0.1	-7%	·	-4%	?	0.6	-6%
Cc1cccc(OCCCOc2cccc3cccnc23)c1C	3	0%	1.0	4%	-1	0%[57.1 µM]	-20%	0.0	5%
CC(C)(C)c1ccc(C(=O)NN=C2CCCC2)cc1	-3	-13%	0.5	6%	-2	10%[57.1 µM]	0%	1.3	9%[57.1 µM]
Cc1ccc(S(=O)(=O)N/N=C/c2cnn(C)c2C)cc1	-7	-4%	0.0	6%	9	12%[57.1 µM]	-20%	0.0	2%[57.1 µM]
COc1ccc(Nc2nc3c(S(=O)(=O)c4ccc(Br)cc4)nnn3c3ccsc23)c(OC)c1	3	-24%	0.2	-5%	·	20%	8%	0.7	16%
Cc1cccc(-n2c(-c3ccccc3)c[nH]c2=S)c1C	4	-9%	-2.0	2%	3	-14%	-22%	-0.7	9%
CNC(=O)COC(=O)c1nc(-n2nc(C)cc2C)ccc1Cl	0	11%	·	-1%	·	33%[activator][57.1 µM]	5%	-0.3	5%[57.1 µM]
CCC(C)n1c(=N)c(C#N)cc2c(=O)n3cccc(C)c3nc21 (stereo unspecified)	12	?	-0.6	2%	-3	49%	-15%	-0.6	53%[activator][57.1 µM]
Cc1ccc(CNS(=O)(=O)c2ccc(Br)s2)cc1	-4	6%	0.4	-6%	28	6%	-14%	-1.9	1%
CCn1nnc2cc(C(=O)NCCc3ccccc3F)ccc21	3	68%[activator]	0.1	0%	5	-1%	-9%	-0.6	-6%
Cc1cccc(C)c1NC1=NC(=S)N(c2ccc(C(=O)O)cc2)C12CCCCC2	6	3%	2.4	0%	-7	10%	-14%	0.6	0%
S=c1nc(C23CC4CC(CC(C4)C2)C3)nc2sccn12	-4	·	1.6	·	0	·	·	1.1	·
CCCOc1ccc(Nc2nc(SC)ncc2C(=O)OCC)cc1	7	-2%	0.4	3%	·	17%	-11%	0.3	1%
COC(C/C=C\[C@@H](O)[C@@H](C)OCc1ccccc1)OC	·	-1%	·	3%	·	14%	-1%	·	6%[57.1 µM]
O=c1c2ccccc2c(-c2ccccc2)nn1Cc1c(Cl)cccc1Cl	-14	3%	-0.9	-3%	2	15%	-9%	0.2	5%
CCCCCCc1nc(C(N)=O)c2[nH]c(=O)n(-c3ccc(OC)cc3OC)c2n1	2	2%	1.0	-9%	4	20%	-15%	0.3	-6%
COc1ccccc1NC(=O)c1coc(=O)c(Br)c1	-5	?	0.8	6%	16	15%[11.4 µM]	-12%	-0.8	17%[11.4 µM]
Clc1nc(NCc2ccco2)nc(N2CCCCC2)n1	27	-6%	0.4	-14%	9	11%[57.1 µM]	-20%	0.0	4%[57.1 µM]
Cc1ccc(C)c(OCc2cc(C(=O)N3CCNC(=O)C3)no2)c1	2	-5%	-1.9	-6%	5	0%	-20%	-0.7	1%

# The list goes on:
compound	TRHR enhancer	Pin1 inh	D2 ag	IDH1 R132H inh	D2 antagonist	rTrxR1 inhibitor	USP1-UAF1 inh	TRHR agonist	TrxR1 substrate
COc1ccc(NC(=O)CCS(=O)(=O)c2cc3c4c(c2)CCN4C(=O)CC3)cc1OC	-2	-2%	0.7	0%	·	8%[57.1 µM]	4%	0.8	1%[57.1 µM]
CC(=O)N1c2ccc(S(=O)(=O)N3CCCC3)cc2CC1C(=O)NC(C)C (stereo unspecified)	5	1%	0.1	3%	7	6%	-12%	-0.3	-8%
CCOC(=O)C(NC(=O)N(C)C)(Nc1sc(C)c(CC)c1C#N)C(F)(F)F (stereo unspecified)	3	3%	-0.4	5%	6	8%[57.1 µM]	0%	-0.2	8%
Cc1c(NC(=O)CSc2ccc(Cl)cc2)cccc1-c1nc2cc(Cl)ccc2o1	-1	16%	1.4	1%	-1	5%	-9%	0.1	6%
COc1cccc(CNC(=O)CN(c2ccc(C(C)C)cc2)S(=O)(=O)c2c(C)noc2C)c1	-6&-11	8%&1%	-0.4&0.0	3%&0%	-3	12%&17%	-9%&-14%	0.1&1.7	-14%&-8%
CCN(CC)c1nc2c(c(=O)n(C)c(=O)n2C)n1CCCc1ccccc1	0	-5%	0.3	-9%	-15	24%	-6%	1.1	-1%
CCOc1cc(CNc2ccc(N3CCN(C(C)=O)CC3)cc2)cc(Br)c1OC	-18	-5%	1.4	9%	-13	-12%	-17%	-2.3	-3%
CC(CCc1ccccc1)NC(=O)CNC(=O)N1CC(=O)Nc2ccccc21 (stereo unspecified)	-1	-6%	-0.2	8%	5	4%	-9%	0.2	-5%
COc1ccc(N(CC(=O)Nc2ccc(F)c(Cl)c2)S(=O)(=O)c2c(C)noc2C)cc1	1	-5%	1.0	-1%	-17	-2%	-20%	2.0	-8%
COC(=O)c1cc(COC(=O)c2nc3nccc(C)n3n2)oc1C	1	-2%	-2.4	0%	1	-10%[57.1 µM]	-18%	0.5	-5%[57.1 µM]
CCOC(=O)c1c(S(=O)(=O)NCC(=O)Nc2cc(C)ccc2OC)c(C)n(C)c1C	6&-3	0%&2%	0.1&0.3	0%&0%	-18	-5%	-11%&-14%	-0.7&-1.0	-11%
C=C(C)c1cccc(C(C)(C)NC(=O)N2CCN(c3ccccc3)CC2)c1	-7	3%	2.9	17%	-15	26%	-21%	-0.7	-1%
COCCCn1c(=S)[nH]c2sc3c(c2c1=O)CCCC3	9	-6%	-1.3	-12%	6	-22%	-7%	0.9	-6%
Nc1nc2c(-c3ccc(Br)cc3)nnn2c2ccccc12	11	13%	-0.1	27%	-28	26%	-19%	0.7	20%
CC(C)CC1NC(=O)N(CC(=O)Nc2cccc(Br)c2)C1=O (stereo unspecified)	12	1%	-0.1	5%	-16	19%	-6%	-0.3	-1%
Cc1csc(/C(=N\O)c2csc(C)n2)n1	2	-9%	-0.8	0%	-1	12%	6%	0.8	6%
Cc1cc(C)cc(NC(N)=S)c1	16	-12%	0.7	-7%	0	-1%	-14%	0.3	-1%
CCN(CC(=O)NCc1ccc(Cl)cc1)C(=O)C1CCN(S(=O)(=O)c2ccc(OC)c(OC)c2)CC1	-4	-3%	0.3	-5%	-11	15%	1%	0.1	1%
COc1cccc(C2C(C(=O)Nc3ccc(C)cc3C)=C(C)Nc3nc4ccccc4n32)c1OC (stereo unspecified)	10	1%	0.2	-5%	·	23%	-25%	-0.9	3%
Cc1ccc(S(=O)(=O)N2CCCCC2CCNC(=O)C(=O)NCCc2ccco2)cc1 (stereo unspecified)	-1	-1%	0.8	5%	4	-5%	-24%	0.7	-3%
COc1cccc(NC(=O)CN(C)S(=O)(=O)c2ccc3c(c2)CCC(=O)N3)c1	2	-3%	-0.7	3%	18	45%	-16%	0.1	8%[57.1 µM]
O=C(O)/C=C/c1ccc(S(=O)(=O)Nc2ccc3[nH]c(=O)[nH]c3c2)cc1	-4	?	0.2	18%	0	17%	?	0.5	5%
CCCn1c(-c2ccc(S(=O)(=O)N3CCOCC3)cc2)csc1=Nc1ccc(OCC)cc1	12	1%	·	-9%	·	15%	-24%	-1.5	4%
COc1ccc(OC)c(NC(=O)c2ccc(CSc3nnc(C)s3)cc2)c1	8	-4%	-0.5	12%	12	16%[57.1 µM]	-7%	-1.8	3%[57.1 µM]
CC(O)C(NS(=O)(=O)c1ccc(Cl)cc1)C(=O)OCC(=O)c1c[nH]c2ccccc12 (stereo unspecified)	6	-1%	1.1	-7%	-4	14%	-16%	-0.2	-5%

# Compound activity from PubChem.
